E-sel inducer = E-selectin induction on HUVECs; P16581; HUVEC E-selectin immunofluorescence imaging; normalized: neutral wells 0, TNF-alpha wells 100; activation, % at 7.58 µM; 260,000 tested, 0.37% active; AID 686992;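 active = mean E-selectin-positive cell signal at least 10% of the positive control, reached in at least 60% of replicates, without over 20% cell loss; inconclusive = no rule given, readout overlaps actives, possibly toxicity-flagged; inactive = the rest, including those meeting only one limit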;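 also: in these data hits start at about 27%; measured in HUVEC primary endothelial cells; signal is the percent of cells scored E-selectin positive by PE staining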
Target sequence (P16581 whole entry, looked up): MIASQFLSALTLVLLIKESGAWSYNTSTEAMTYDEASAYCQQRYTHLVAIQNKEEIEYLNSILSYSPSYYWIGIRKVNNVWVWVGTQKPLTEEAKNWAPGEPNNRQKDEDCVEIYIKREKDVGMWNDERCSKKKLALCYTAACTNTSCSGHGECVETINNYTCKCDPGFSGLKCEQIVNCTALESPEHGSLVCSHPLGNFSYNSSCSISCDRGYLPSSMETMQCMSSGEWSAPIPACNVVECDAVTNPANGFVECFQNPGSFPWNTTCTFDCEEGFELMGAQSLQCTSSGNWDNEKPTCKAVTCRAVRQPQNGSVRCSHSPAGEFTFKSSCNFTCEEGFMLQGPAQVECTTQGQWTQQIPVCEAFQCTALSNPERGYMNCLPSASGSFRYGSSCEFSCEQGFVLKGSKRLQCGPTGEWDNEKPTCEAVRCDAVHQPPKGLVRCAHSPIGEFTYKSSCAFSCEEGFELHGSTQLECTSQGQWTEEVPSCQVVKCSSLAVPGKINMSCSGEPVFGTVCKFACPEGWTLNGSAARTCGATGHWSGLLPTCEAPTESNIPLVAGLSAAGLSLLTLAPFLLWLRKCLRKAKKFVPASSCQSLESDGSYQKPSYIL
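Material: HUVEC primary endothelial cells; Amount: 3,000 cells per well; Dosing: single concentration; Medium: EGM-2 growth medium on 0.1% gelatin-coated wells; Read-out basis: percent E-selectin-positive cells; Signal: immunofluorescence imaging; Control set: TNF-alpha, DMSO.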
SIRT5 block = blocks human SIRT5 desuccinylation of peptide. Purified SirT5, succinyl-peptide AMC, trypsin-coupled fluorescence. inhibition, % at 15 µM. 330,000 tested, 1.1% active. AID 652115; in the data active = inhibition above about 15%; inconclusive = no clear call, values can overlap the other calls
DENV2 CPE = inhibitors of DENV2 cytopathic effect; DENV2-infected cells, cytopathic effect rescue, plate reader; CPE inhibition, % at 9.99 µM; 350,000 tested, 1.7% active; AID 651640; in the data active = CPE inhibition above about 20%, passing the limit was not always enough; inconclusive = no clear call, values can overlap the other calls; tested in BHK-21 cells;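 also: 0% = median of neutral control wells and 100% = median of positive control wells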
ERp5 block = blocks human ERp5 reductase activity on insulin | Q15084 | ERp5 insulin aggregation, absorbance 650 nm, 90 min | inhibition, % at 9.99 µM | 350,000 tested, 0.05% active | AID 651711;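 active = mean replicate inhibition above about 25%, with every replicate also reaching it, limit read from the data, passing the limit was not always enough; inconclusive = only one of those two criteria met; inactive = neither criterion met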
Target sequence (Q15084 whole entry, looked up): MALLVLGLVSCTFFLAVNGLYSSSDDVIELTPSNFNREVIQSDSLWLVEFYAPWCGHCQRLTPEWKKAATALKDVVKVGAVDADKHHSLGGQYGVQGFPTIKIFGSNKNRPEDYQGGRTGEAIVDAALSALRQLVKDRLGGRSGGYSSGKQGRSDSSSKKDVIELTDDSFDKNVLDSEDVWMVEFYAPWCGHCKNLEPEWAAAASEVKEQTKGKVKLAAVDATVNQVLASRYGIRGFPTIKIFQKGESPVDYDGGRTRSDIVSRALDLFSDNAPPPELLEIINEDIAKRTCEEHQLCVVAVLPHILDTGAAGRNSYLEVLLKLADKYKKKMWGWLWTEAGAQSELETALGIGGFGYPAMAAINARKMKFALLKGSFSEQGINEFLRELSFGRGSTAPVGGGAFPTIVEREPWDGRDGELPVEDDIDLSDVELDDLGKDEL
PglD DTNB = PglD (C. jejuni) enzyme inhibition | purified PglD enzyme, DTNB colorimetric CoA detection | inhibition, % at 12.5 µM | 360,000 tested, 0.098% active | AID 602405; in the data active = inhibition above about 16%, passing the limit was not always enough; inconclusive = no clear call, values can overlap the other calls; also: strong numbers were not always called active
S100A4 inh HTS = inhibitors of human S100A4 binding to myosin IIA peptide. P26447. S100A4/TAMRA-MyoIIA peptide fluorescence polarization. inhibition, % at 10.7 µM. 360,000 tested, 0.14% active. AID 652163;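 active = mean inhibition of at least 70% across replicates, with every replicate also reaching that level; inconclusive = mean inhibition reaches 70% but some replicates fall short; inactive = mean inhibition below 70%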
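Material: S100A4 monomer protein | Medium: HEPES pH 7.2 with CaCl2, KCl, NaCl, DTT, Triton | Reagent: Labelled myosin peptide probe, 5 nM | Doses: One dose per compound | Times: 5 min incubation before reading | Benchmarks: Neutral control DMSO, positive control TFP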
C2C12 statin = suppression of simvastatin myotoxicity; AID 602340; 330,000 tested, 0.78% active; rescue of ATP level, % at 7.49 µM; C2C12 myotubes + simvastatin, ATP luminescence, 48 h; scaled: DMSO 0, geranylgeraniol control 100;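 active = mean ATP rescue above about 67%, or every replicate alone reaching that limit, limit read from the data, passing the limit was not always enough; inconclusive = no clear call, values can overlap the other calls; inactive = mean under the limit and some replicate under it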;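 also: myotubes were challenged with 10 µM simvastatin during compound exposure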
Active calls of the source: *; ? = inconclusive; . = not tested or not shown; & = joins results of further samples. Only part of the results is shown; count on the stated rates, not on these rows.

Results follow in this order: E-sel inducer | SIRT5 block | DENV2 CPE | ERp5 block | PglD DTNB | S100A4 inh HTS | C2C12 statin
[1] CN1C(=O)c2cc(NC(=O)c3ccccc3F)ccc2OC[C@H]2O[C@@H](CC(=O)NCc3ccc4c(c3)OCO4)CC[C@H]21
 : -0.1 | -1 | -1 | 4 | 1 | -1 | 5
[2] C[C@H](CO)N1C[C@H](C)[C@H](CN(C)C(=O)Nc2ccccc2)Oc2c(NC(=O)CCCCCC(=O)Nc3ccccc3N)cccc2C1=O
 : -0.4 | -9 | -5 | -2 | . | 33 | .
[3] CNC(=S)Nc1ccc(OCc2ccccc2)cc1
 : 2.0 | 0 | 14 | -7 | -4 | -5 | -22
[4] C[C@@H]1CCCCO[C@@H](CN(C)C(=O)Nc2ccc3c(c2)OCO3)[C@@H](C)CN([C@@H](C)CO)C(=O)c2cc(NC(=O)Nc3ccccc3)ccc2O1
 : . | 0 | -12 | -1 | 3 | 2 | .
[5] CCCNC(=O)C1(C)CCCN(C(=O)c2ccc(F)c(Cl)c2)C1 (centres undefined)
 : -2.1 | 4 | -4 | 2 | 4 | -4 | 0
[6] CC(C)c1ccc(O)c(NC(=S)NC(=O)c2ccc3c(c2)OCO3)c1
 : -0.1 | -1 | -4 | 8 | 0 | -7 | .
[7] COc1ccc(S(=O)(=O)Nc2ccc3c(c2)CC(=O)N([C@@H](C)CO)C[C@@H](C)[C@H](CN(C)C(=O)NC2CCCCC2)O3)cc1
 : 3.1 | -1 | -1 | 6 | 0 | -12 | -17
[8] CCC(=O)N(C)C[C@H]1Oc2cc(-c3cccc(OC)c3)ccc2S(=O)(=O)N([C@@H](C)CO)C[C@H]1C
 : -0.1 | -1 | 5 | -2 | 0 | 1 | -14
[9] CCC(Sc1nc2ccccc2c(=O)[nH]1)C(=O)Nc1ccc(C(C)=O)cc1 (centres undefined)
 : . | -2 | 6 | -1 | -3 | 1 | -5
[10] Cn1c(=O)c2ncn(CC(=O)Nc3ccc4c5c(cccc35)CC4)c2n(C)c1=O
 : -0.6 | . | . | . | 8 | . | 30
[11] O=C(Cn1c(=O)sc2ccccc21)Nc1ccc(O)cc1
 : . | 1 | -1 | 2 | 11 | 8 | 4
[12] COc1ccccc1S(=O)(=O)N1CC[C@H]2[C@H](CO)Nc3ccc(-c4ccccc4)cc3[C@H]21
 : -0.8 | 0 | -4 | -5 | -1 | 0 | -7
[13] CC(=O)c1ccc(OCCCC(=O)Nc2cc(S(=O)(=O)N3CCCCC3)ccc2C)cc1
 : -0.7 | -1 | . | -4 | 2 | -6 | -6
[14] O=c1cnnc(Nc2ccccc2)[nH]1
 : . | -3 | -4 | -6 | . | 5 | .
[15] C[C@H]1CN([C@@H](C)CO)C(=O)c2cc(C#CC3(O)CCCC3)cnc2O[C@@H]1CN(C)C
 : 0.5 | 1 | ? | 1 | 3 | 13 | 0
[16] O=C(NCCNC(=O)c1ccccn1)c1ccc(-c2ccccc2)cc1
 : . | -2 | -3 | 0 | -6 | 9 | -21
[17] CO[C@H]1CN(C)C(=O)c2cc(NC(=O)NC3CCCCC3)ccc2OC[C@@H](C)NC[C@H]1C
 : -0.1 | 1 | -1 | -2 | 1 | 41 | -9
[18] Cc1ccc(Nc2nc(COC(=O)C3CC3)cs2)cc1
 : 0.2 | -4 | 1 | -5 | 6 | 1 | -4
[19] Cc1ccc(NC(C#N)c2ccccc2OCc2ccccc2)cc1 (centres undefined)
 : -2.5 | . | . | . | 1 | . | 5
[20] CCC(=O)Nc1ccc2c(c1)OC[C@@H](C)N(Cc1ccccc1OC)C[C@H](C)[C@H](OC)CN(C)C2=O
 : 0.1 | 0 | -10 | -7 | 0 | 10 | -34
[21] COc1ccc(-c2csc(NC(=O)CCN3C(=O)C4CC=CCC4C3=O)n2)cc1OC (centres undefined)
 : 0.0 | -7 | -7 | 0 | 1 | 8 | -3
[22] Cc1cc(C)cc(NC(=O)c2ccc(CSc3nnnn3C)cc2)c1
 : . | -4 | . | 1 | 2 | 1 | 6
[23] CC(=O)NN=C(C)c1ccc(NC(=O)C2CC2)cc1
 : . | 3 | -10 | 5 | 2 | -2 | 2
[24] COc1ccccc1-c1cnc(C(O)c2ccccc2)[nH]1 (centres undefined)
 : 0.0 | -1 | -10 | -2 | -2 | 0 | 1
[25] COc1ccc(NC(=O)N(C)C[C@H]2Oc3ccc(NC(=O)C4CC4)cc3CC(=O)N([C@H](C)CO)C[C@H]2C)cc1
 : -0.5 | -5.8* | -4 | 0 | 2 | . | 33
[26] Nc1nc(Nc2cccc(F)c2)nc(NCCO)c1[N+](=O)[O-]
 : 0.2 | 7 | 2 | -5 | 0 | 4 | .
[27] CCCCCNC(=O)CN(c1ccc2c(c1)OCO2)S(C)(=O)=O
 : . | 0 | 3 | 0 | -5 | 18 | 4
[28] CCC(=O)N1[C@H](C(=O)NC2CCC2)[C@@H](CO)[C@@H]2Cn3c(ccc(-c4ccc(F)cc4)c3=O)[C@@H]21
 : -1.6 | -11 | 4 | 2 | 2 | 31 | 4
[29] COc1ccc(S(=O)(=O)N[C@H]2C=C[C@@H](CC(=O)O)O[C@H]2CO)cc1
 : -0.1 | -3 | -4 | -4 | 3 | 11 | 0
[30] COc1cccc(C(=O)Nc2ccccc2NC(=O)c2cccc(OC)c2)c1
 : . | 1 | -3 | 0 | . | 5 | -4
[31] CCn1c(SCc2ccccc2F)nnc1-c1ccncc1
 : -0.4 | 6 | 2 | 4 | . | -14 | .
[32] NC(=O)CC(NC(=O)Cc1ccc(Br)cc1)c1ccc(N2CCC(N3CCCCC3)CC2)c([N+](=O)[O-])c1 (centres undefined)
 : 0.0 | -2 | 16 | 3 | 3 | -2 | 3
[33] O=C(CSc1ccc([N+](=O)[O-])cn1)Nc1ccc2[nH]c(=O)[nH]c2c1
 : . | -3 | -3 | 12 | 0 | -1 | 3
[34] CC(=O)N1N=C(c2cccs2)CC1c1cccs1 (centres undefined)
 : . | 3 | 5 | -4 | . | 0 | 1
[35] COc1ccc(NC(=O)[C@@H]2CCCN2C(=O)c2cccs2)cc1S(=O)(=O)N1CCCCC1
 : -0.2 | -1 | -1 | 2 | 1 | -1 | 30
[36] OCCCNc1ncnc2sc(-c3ccccc3)cc12
 : . | -1 | 0 | 2 | . | 0 | .
[37] O=C(C[C@@H]1C[C@H]2c3cc(NC(=O)NC4CCCC4)ccc3O[C@H]2[C@H](CO)O1)NCCc1ccccc1
 : -0.1 | -1 | -3 | 1 | -4 | 111* | -1
[38] COC(=O)Cn1c(C)nc([N+](=O)[O-])c1Br
 : -3.0 | -12 | -15 | 1 | -5 | 23 | 21
[39] CN(C)c1ccc(/C=N/NC(=O)CNC(=O)c2ccncc2)cc1
 : -0.3 | -5 | 4 | 4 | -2 | 6 | 2
[40] S=C1NCN(Cc2cccnc2)CN1c1cccc2ccccc12
 : . | -2 | -1 | -2 | 2 | 24 | .
[41] COc1ccc(NC(=O)Nc2ccc3c(c2)OC[C@H](C)NC[C@@H](C)[C@@H](OC)CN(C)C3=O)cc1
 : -0.2 | -3 | -3 | 2 | -3 | -4 | 16
[42] CCCCn1c(N)c(N(CC)C(=O)CCNC(=O)c2ccc(Cl)cc2)c(=O)[nH]c1=O
 : -0.2 | 4 | -7 | -7 | 0 | 15 | 1
[43] CO[C@@H]1CN(C)C(=O)c2cc(NC(C)=O)ccc2OC[C@H](C)N(C(=O)C2CCOCC2)C[C@@H]1C
 : 0.0 | . | 4 | 0 | 1 | 0 | -16
[44] C[C@H](CO)N1C[C@H](C)[C@H](CN(C)CC2CCCCC2)OCCCC[C@H](C)Oc2ccc(NC(=O)CCCCCC(=O)Nc3ccccc3N)cc2C1=O
 : -0.1 | -1 | 8 | 6 | 1 | -7 | .
[45] COc1cc(C(c2c(C)[nH][nH]c2=O)c2c(C)[nH][nH]c2=O)cc([N+](=O)[O-])c1O
 : 0.5 | 4 | -4 | -3 | . | 0 | .
[46] O=C(CN1CCCC1)NN=C(c1ccccc1)c1ccccc1
 : -1.4 | 0 | -2 | -3 | . | 5 | .
[47] CCn1cc(CN2CCCC(C(=O)Nc3ccc(-c4cscn4)cc3)C2)c(C)n1 (centres undefined)
 : -0.3 | 0 | 11 | 6 | -5 | 6 | -12
[48] CNC[C@@H]1Oc2ccc(NS(=O)(=O)c3ccc(F)cc3)cc2CC(=O)N([C@H](C)CO)C[C@H]1C
 : -1.7 | 1 | ? | -4 | 11 | 1 | 4
[49] CCOc1ccc(-n2c(SCC(=O)c3c(N)n(C)c(=O)n(C)c3=O)nnc2-c2cccnc2)cc1
 : . | . | -1 | 0 | . | 0 | .
[50] C/C(=N\N1C(=O)c2ccccc2NC1c1ccccc1)c1ccccc1O (centres undefined)
 : 3.8 | -8 | . | 7 | . | -2 | 4
[51] Cc1nnsc1-c1c(C(=O)Oc2ccccc2)c(C)nn1-c1ccccc1
 : 0.1 | 2 | 5 | 1 | 4 | -3 | .
[52] COC(=O)[C@]12C[C@H](CC(=O)NCc3cccc4ccccc34)C(=O)N(Cc3ccccc3)C1=C[C@H](C(C)C)O[C@@H]2C1CC1
 : 0.1 | . | -4 | -1 | . | 14 | .
[53] CC1=C(C(=O)OC(C)C)C(c2ccc3c(c2)OCO3)NC(=O)N1 (centres undefined)
 : . | -1 | 3 | 0 | -1 | -7 | 0
[54] COC(=O)C[C@@H]1C[C@H]2c3cc(NC(=O)C4CCC4)ccc3O[C@H]2[C@@H](CO)O1
 : -0.1&-0.3 | -5&-3 | -2&9 | 6&2 | 2 | -1&-4 | -5
[55] CCOC(=O)N1CCN(Cc2nc(Cc3cccc(F)c3)no2)CC1
 : 0.0 | 13 | 0 | 0 | -4 | -1 | .
[56] Cn1c(=O)c2c(ncn2CCC(=O)N/N=C/c2cccnc2)n(C)c1=O
 : . | -1 | -4 | -1 | -2 | -6 | .
[57] CN1C(C(=O)Nc2ccc(C(=O)O)cc2)=C(O)c2ccccc2S1(=O)=O
 : -0.3 | 2 | ? | -15 | 4 | 4 | 9
[58] CCCNC(=O)N(C)C[C@H]1Oc2cc(C#CCC(C)C)ccc2S(=O)(=O)N([C@@H](C)CO)C[C@@H]1C
 : 0.0 | 4 | -2 | 2 | -1 | 15 | -9
[59] COc1ccc(N(C(=O)Nc2ccc(Cl)cc2)C2=NCCC2)cc1
 : . | 0 | -2 | -1 | -1 | -10 | 8
[60] CCCCN(CC)CCNC(=O)c1cc2c(-c3ccc(Cl)cc3)nn(C)c2s1
 : 1.9 | -25 | -2 | 0 | 2 | -12 | -6

(next part)
Results follow in this order: E-sel inducer | SIRT5 block | DENV2 CPE | ERp5 block | PglD DTNB | S100A4 inh HTS | C2C12 statin
[61] O=C1C2CC(O)CN2C(=O)N1c1ccccc1 (centres undefined)
 : . | 0 | 6 | 3 | . | -6 | .
[62] CNC(=O)NC(=O)C(C)N1CCN(C/C=C/c2ccccc2)CC1 (centres undefined)
 : . | -4 | . | 4 | 0 | -5 | .
[63] CCOc1ccc(CN2CCCC(CO)(Cc3ccc(F)cc3)C2)cc1 (centres undefined)
 : 0.5 | 2 | 10 | 1 | 9 | -14 | 2
[64] O=C(NCCC(=O)N1CCN(c2ccccn2)CC1)c1ccc(Br)cc1
 : 0.5 | -1 | -8 | -5 | 0 | 2 | -1
[65] COc1cc(NS(=O)(=O)c2ccc3c(c2)C(C)(C)C(=O)N3C)cc(OC)c1
 : 0.0 | . | 11 | -7 | 2 | 4 | 6

An excerpt from above, showing only ERp5 block and E-sel inducer:
| item | compound | ERp5 block | E-sel inducer |
| --- | --- | --- | --- |
| 64 | O=C(NCCC(=O)N1CCN(c2ccccn2)CC1)c1ccc(Br)cc1 | -5 | 0.5 |
| 65 | COc1cc(NS(=O)(=O)c2ccc3c(c2)C(C)(C)C(=O)N3C)cc(OC)c1 | -7 | 0.0 |
